SUMO Mot1 rescue: SUMOylation pathway inhibition by Mot1-301 growth rescue | S. cerevisiae Mot1-301 growth rescue, ATP luminescence, 38.5C; percent above DMSO median, 100 means doubled | growth rescue, % at 18.8 µM | 320,000 compounds, 1% hits | AID 2716;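 active means every valid replicate shows activation above 250% relative to neutral control wells; inactive means the rest, any valid replicate at or below 250%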;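 further: OY570 slx delta 5 strain wells were the positive control but not used for scaling; some compounds called inactive have numbers as strong as hits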
AddAB inh: less growth of phage-infected E. coli with AddAB | E. coli expressing H. pylori AddAB, absorbance growth | inhibition, % at 11.9 µM | 330,000 compounds, 0.29% hits | AID 435030; in the data active means inhibition above about 12%;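 further: 0% = vehicle wells of infected cells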
Ecoli viability: counter-screen for AddAB inhibitors: E. coli growth inhibition; E. coli V3065 growth, OD600 absorbance, 18 h; AID 449728; inhibition, % at 11.9 µM; 330,000 compounds, 0.27% hits;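 active means inhibition above the campaign's mean inhibition across all tested compounds plus 3 SD, cut at about 9.9% in these data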;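 further: uninfected addAB+ strain grown without phage in ampicillin broth; 0% = DMSO wells and 100% = ciprofloxacin 0.95 µg/ml wells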
PKA-R2B act: PKA-R2B complex activation; P22694+P31323; 340,000 compounds, 0.079% hits; activation, % at 11.4 µM; PKA-R2B holoenzyme dissociation, Cy5-IP20 fluorescence polarization; R2B truncated from residue 108, S112A mutant; 0% DMSO only, 100% 113 µM cGMP;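 active means activation above a cutoff set at the mean over all compounds plus 3 SD, cut at about 18% in these data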;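 further: higher means more holoenzyme dissociation and a rise in polarization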
Target sequence (P31323 whole entry, looked up, other chains not shown, the tested form may be a part): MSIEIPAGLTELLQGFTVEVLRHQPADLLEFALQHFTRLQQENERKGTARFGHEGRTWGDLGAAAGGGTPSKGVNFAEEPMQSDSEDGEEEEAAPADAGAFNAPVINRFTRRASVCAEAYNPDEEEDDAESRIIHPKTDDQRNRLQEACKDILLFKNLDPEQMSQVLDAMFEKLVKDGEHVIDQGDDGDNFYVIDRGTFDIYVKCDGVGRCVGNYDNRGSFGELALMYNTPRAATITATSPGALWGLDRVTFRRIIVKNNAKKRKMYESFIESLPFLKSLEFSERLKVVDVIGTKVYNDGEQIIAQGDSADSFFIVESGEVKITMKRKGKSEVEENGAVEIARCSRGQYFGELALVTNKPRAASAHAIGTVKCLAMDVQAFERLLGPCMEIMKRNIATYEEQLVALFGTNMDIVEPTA
HTR5A inv ag: counter-screen for OPRM1-OPRD1 inverse agonists: human HTR5A inverse agonism. P47898. HTR5A cell line, luminescence. inhibition, % at 9.3 µM. 340,000 compounds, 0.083% hits. AID 504634; in the data active means inhibition mostly above about 23%, no sharp cut-off; inactive means mostly below about 18%;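 further: 0% = cells with DMSO and 100% = no-cell wells with DMSO; some compounds called inactive have numbers as strong as hits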
Target sequence (P47898 whole entry, looked up): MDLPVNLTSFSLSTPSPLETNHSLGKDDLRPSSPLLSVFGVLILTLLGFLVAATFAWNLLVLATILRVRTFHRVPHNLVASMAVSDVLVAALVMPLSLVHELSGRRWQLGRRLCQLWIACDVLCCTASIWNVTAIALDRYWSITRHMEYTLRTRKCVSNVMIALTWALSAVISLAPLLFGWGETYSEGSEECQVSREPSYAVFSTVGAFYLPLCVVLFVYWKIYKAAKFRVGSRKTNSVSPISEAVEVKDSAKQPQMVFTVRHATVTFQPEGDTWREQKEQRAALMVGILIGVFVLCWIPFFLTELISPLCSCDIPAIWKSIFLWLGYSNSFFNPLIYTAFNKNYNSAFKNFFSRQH
Tat transport: inhibitors of E. coli Tat protein transport. E. coli MC4100 TorA-mCherry Tat export, fluorescence. inhibition, % at 10 µM. 340,000 compounds, 0.036% hits. AID 488895;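 active means mean replicate inhibition at least 50% and at least half of replicates individually reaching 50%; inconclusive means only one of the two criteria met; inactive means neither criterion met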;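 further: exported cargo escapes ClpAP degradation while cytoplasmic cargo is degraded and loses fluorescence; 0% = median of neutral control wells and 100% = median of NaSCN control wells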
MOR-DOR ag: agonists of human mu-delta opioid receptor heterodimerization; activation, % at 9.3 µM; cells, OPRM1-OPRD1 heterodimerization, luminescence; 340,000 compounds, 0.3% hits; AID 504326; in the data active means activation above about 18%;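 further: 0% = vehicle-treated cells and 100% = reference agonist; values of inactives mirror those of a sister screen read the other way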
PfHsp90 set2: reduces growth (ATP signal) of yeast expressing P. falciparum Hsp90. S. cerevisiae expressing PfHsp90, BacTiter-Glo ATP, 48 h; yeast lacking PDR1 and PDR3 efflux regulators. inhibition, % at 9.4 µM. 310,000 compounds, 0.32% hits. AID 504621;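 active means every replicate shows inhibition above about 80%, whatever the replicate mean, limit read from the data; inconclusive means mean inhibition reaches the set limit but some replicate falls short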;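 further: 0% = DMSO neutral controls and 100% = 20 µM radicicol positive controls; yeast relying on Plasmodium falciparum Hsp90 in place of its own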
OPRM1-OPRD1 inv: mu-delta opioid heterodimer inverse agonism | P35372+P41143 | cell-based MOR-DOR heterodimer luminescence | inhibition, % at 9.3 µM | 340,000 compounds, 0.21% hits | AID 504357; in the data active means inhibition above about 22%, passing the limit was not always enough;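 further: 0% = cells with DMSO and 100% = wells without cells with DMSO; values of inactives mirror those of a sister screen read the other way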
phage Ecoli inh: E. coli growth loss with phage present. AID 651602. 360,000 compounds, 0.26% hits. growth absorbance. inhibition, % at 11.9 µM; in the data active means inhibition above about 11%
PKA-R1A activ: PKA-R1A complex activation; AID 504707; PKA-R1A dissociation, Cy5-IP20 fluorescence polarization; scaled: DMSO 0%, 113 µM cGMP 100%; activation, % at 11.4 µM; 340,000 compounds, 0.083% hits; P00514+P68181;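 active means percent activation above the mean of all tested compounds plus 3 SD, cut at about 19% in these data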;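 further: higher means more PKAc released from R1A so a rise in polarization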
An asterisk follows results filed as active; ? = inconclusive; . = no result given.

SMILES	SUMO Mot1 rescue	AddAB inh	Ecoli viability	PKA-R2B act	HTR5A inv ag	Tat transport	MOR-DOR ag	PfHsp90 set2	OPRM1-OPRD1 inv	phage Ecoli inh	PKA-R1A activ
CSCC[C@H](NC(=O)C1CCN(C(=O)[C@@H](N)Cc2ccccc2)CC1)C(=O)O	-3	-1.3	-1.7	-8	-4	2	-0.1	15	0	3.2	3
CCOC(=O)c1ccc(NC(=O)N2CCCCC2)cc1	.	2.1	0.1	-3	-14	4	-0.9	27	5	.	6
CCC(CC)C(=O)NCCNC(=O)C(CC)CC	-6	1.1	-0.1	5	-8	-2	-1.8	7	11	-0.8	4
CC(Sc1nnnn1C)C(=O)NC(=O)NC1CCCCC1 (stereo not drawn)	18	1.0	0.8	9	11	-5	-0.9	9	4	2.0	-4
CCOc1ccc(CCNC(=O)CCc2nnc3ccc(N4CCCCC4)nn23)cc1OCC	110	1.6	-0.3	-4	-4	-1	-2.2	-11	12	3.0	-4
O=C1NN(c2ccc(Cl)cc2)C(=O)/C1=C\c1ccc(-c2cccc(C(=O)O)c2)o1	.	.	.	12	-8	-8	-1.7	-11	10	4.1	2
COc1ccc([N+](=O)[O-])cc1NC(=O)C(C)OC(=O)CN1C(=O)C2CC=CCC2C1=O (stereo not drawn)	-21	-0.2	0.1	1	-3	-1	0.4	.	-3	0.6	-6
CCCSCCCNC(=O)c1ccccc1NC(=O)C1=CSCCO1	2	-0.1	-1.2	-2	-10	0	-0.3	-6	2	1.4	3
CCOC(=O)C(NC(C)=O)C(=O)Nc1ccc(C(C)C)cc1 (stereo not drawn)	26	2.7	0.1	1	9	10	-1.6	8	8	4.5	0
Cc1cc(C(=O)N2CCN(S(C)(=O)=O)CC2)cs1	-7	1.6	0.5	-10	-28	5	1.0	-19	-6	3.4	1
COc1cc(C(=O)NCC2CCCO2)cc(OC)c1OC (stereo not drawn)	1	1.3	1.6	7	-34	-3	-0.5	-1	3	0.9	-4
Cc1ccc(COc2ccsc2C(=O)NNC(N)=S)cc1	557	3.7	3.2	.	.	14	.	10	.	3.0	.
CC1=Nn2c(nnc2-c2ccc(F)cc2)SC1	-6	0.8	-1.7	-2	8	-2	-1.0	.	5	1.6	0
O=C(C1CCN(S(=O)(=O)c2cnc[nH]2)CC1)N1CCN(Cc2ccc3c(c2)OCO3)CC1	-16	4.5	3.8	-14	12	2	-1.5	4	8	0.9	-12
COc1ccc(CNCCS(=O)(=O)NC2CCCCC2)cc1	.	.	.	12	4	-6	1.5	11	-7	5.4	13
N=c1c(C(=O)NCC2CCCO2)cc2c(=O)n3ccccc3nc2n1Cc1ccccc1Cl (stereo not drawn)	55	2.3	-3.1	-6	-10	3	-3.0	22	16	-0.1	-13
O=C(NC(=S)N1CCOCC1)c1ccccc1Cl	-8	3.2	-0.7	3	16	-3	-2.6	-16	13	1.7	-10
Nc1c(N=Nc2cccc(Cl)c2)c(=O)[nH]n1-c1ccccc1	0	-1.6	-4.2	-5	17	3	2.0	3	-10	0.9	-14
O=C(Cc1ccccc1F)Nc1nc(-c2cccnc2)cs1	12	5.2	2.2	-10	10	-4	5.2	14	-27	3.0	6
CCOC(=O)c1cn(CC(=O)Nc2ccc3c(c2)OCCO3)nn1	5	0.9	-1.7	-1	0	0	-1.9	9	10	-0.4	-4

Whole records as entered above. Order of screens: SUMO Mot1 rescue | AddAB inh | Ecoli viability | PKA-R2B act | HTR5A inv ag | Tat transport | MOR-DOR ag | PfHsp90 set2 | OPRM1-OPRD1 inv | phage Ecoli inh | PKA-R1A activ
COc1cc(C(=O)NCC2CCCO2)cc(OC)c1OC (stereo not drawn) in the list: 1 | 1.3 | 1.6 | 7 | -34 | -3 | -0.5 | -1 | 3 | 0.9 | -4
COc1ccc([N+](=O)[O-])cc1NC(=O)C(C)OC(=O)CN1C(=O)C2CC=CCC2C1=O (stereo not drawn) in the list: -21 | -0.2 | 0.1 | 1 | -3 | -1 | 0.4 | . | -3 | 0.6 | -6

(further entries)
SMILES	SUMO Mot1 rescue	AddAB inh	Ecoli viability	PKA-R2B act	HTR5A inv ag	Tat transport	MOR-DOR ag	PfHsp90 set2	OPRM1-OPRD1 inv	phage Ecoli inh	PKA-R1A activ
CS(=O)(=O)c1ccc2nc(NC(=O)CN3C(=O)NC4(CCCC4)C3=O)sc2c1	-1	0.7	3.8	-13	4	-3	-2.7	-7	15	2.6	-5
CN1CCC(=NNc2ccc(S(=O)(=O)N3CCOCC3)cc2[N+](=O)[O-])CC1	3	3.8	0.3	-7	-13	-9	-2.0	-22	10	2.5	-2
N/C(=N\OC(=O)CC1CCCCC1)c1ccccc1	-11	-0.4	-0.7	-6	17	-5	2.2	-5	-12	2.1	-4
CCOc1ncccc1C(=O)NCCc1ccc(Cl)cc1	-4	-1.7	0.4	11	-9	3	0.6	-7	-3	2.7	4
CC#CCc1cc2ccccc2c(=O)o1	17	1.3	-1.2	-7	-4	-4	-2.1	-6	11	3.7	3
CCC(=O)N(Cc1cc2cccc(C)c2[nH]c1=O)c1ccccc1OC	-1	1.9	-0.2	-7	-3	7	-2.6	24	15	0.2	-4
Cn1c(SCC(=O)NCc2ccco2)nnc1-c1c[nH]c2ccccc12	-4	0.3	-0.3	-13	-7	1	0.2	3	-1	2.0	-5
COCCC(=O)N1CCC(Oc2ccc(C(=O)NCCc3cnn(C)c3)cc2)CC1	413	1.1	-0.1	3	-3	-20	-0.4	-5	2	0.2	-2
N#Cc1cc2c(nc1SCC(=O)Nc1sc3c(c1C#N)CCC3)CCCCCC2	-11	-1.6	-2.7	-3	-3	1	1.6	9	-10	2.5	-6
COC(=O)c1[nH]c2ccc(Cl)cc2c1NC(=O)c1ccccc1[N+](=O)[O-]	265	-1.3	-0.5	-2	4	-1	-3.0	-19	15	4.3	-11
COc1ccc(C2(c3ccc(OC)cc3)NC(=O)N(CC(=O)Nc3ccc(N4CCOCC4)cc3)C2=O)cc1	-5	1.9	2.5	-16	11	-2	-0.7	23	4	3.5	-11
C[C@@H](C(=O)NCc1ccccc1)[C@H]1C[C@]1(C)[C@H](NC(=O)OCc1ccccc1)c1ccccc1	-1	0.0	-0.8	-11	-19	1	0.2	5	-1	0.5	-1
COc1ccc(C2CC(=O)n3c(nc4ccccc43)S2)cc1OC (stereo not drawn)	-10	-2.1	-0.4	-12	-5	0	-3.2	5	19	2.3	-6
CCCCCCCCOC1OC(CO)C(O)C(O)C1NC(C)=O (stereo not drawn)	-11	4.4	-0.7	-1	-16	6	-1.5	-7	9	1.9	-2
O=C(CSc1nnc(-c2c[nH]c3ccccc23)n1-c1ccc(F)cc1)NCc1ccco1	-4	-2.3	-2.7	-6	8	0	1.6	11	-9	-4.2	-2
CCOc1ccccc1NC(=O)c1ccc(Cl)c(NC(=O)CC(c2ccccc2)c2ccccc2)c1	2	0.6	-1.1	9	-3	-1	1.1	-3	-7	-0.1	6
COc1ccc(CN2CCOCC2)cc1Br	-12	1.7	-1.6	-7	10	-2	-1.0	.	6	.	-5
COc1ccc(-c2csc(Nc3cccnc3)n2)cc1OC	.	3.5	1.6	-4	8	2	-0.1	.	1	0.1	-2
O=C1/C(=C/c2ccc([N+](=O)[O-])cc2)C=C(c2ccccc2)N1c1ccc(O)cc1	-22	-1.4	-2.3	-2	-3	3	7.5	-9	-41	2.3	1
CN(C)/C=C/C(=O)c1cccc(Oc2ncccn2)c1	11	1.2	-0.3	2	-10	-19	2.6	-3	-14	3.7	-2
CCOC(=O)c1c(NC(=O)c2nn(CC)cc2Br)sc(C)c1C	14	1.3	-0.4	7	14	4	-0.3	0	2	0.4	-7
COCCNC(=O)C(c1cccs1)N(CCc1ccccc1)C(=O)Cn1nnc2ccccc21 (stereo not drawn)	-5	-1.7	-1.5	-12	-13	3	2.3	4	-14	3.0	-1
Cc1ccc(C)c(OCCCN2CCc3ccccc3C2)c1	320*	-0.7	-1.3	5	-8	6	9.3	-15	-43	1.4	8
CCOC(=O)c1cc(CC)sc1NC(=O)COC(=O)C1CCC1	-11	2.1	1.2	-1	1	13	1.6	5	-5	1.5	-1
O=C(NNC(=O)C1CCCO1)c1ccc(Cl)cc1 (stereo not drawn)	100	2.1	0.2	2	3	-2	-1.8	.	10	4.2	5
O=C(CN1C(=O)CCC1=O)c1ccc(-c2ccccc2)cc1	.	-0.4	-1.6	-6	26	-1	2.3	-9	-13	1.9	3
COc1ccc(-n2c(SCc3ccc(C#N)cc3)nnc2-c2ccccn2)cc1	-19	2.1	-2.5	1	5	-10	-2.1	.	12	3.1	1
COc1ccc(NC(=O)COc2ccccc2F)cc1S(=O)(=O)N1CCCCC1	-13	2.0	3.8	9	12	6	-2.5	-56	10	0.6	-6
O=C(Cn1cc2c(n1)CCCCC2)Nc1c(F)cc(F)cc1Br	20	0.7	0.3	-1	-8	-17	-2.2	14	12	3.2	1
CCOc1nc(Nc2ccc(OC)c(Cl)c2)nc(OCC)n1	3	1.1	-0.6	-8	-7	?	5.5	-12	-28	3.4	-5
CC(=O)c1c(C)oc(C)c1CSCc1ccc(C(=O)O)o1	-6	-1.0	1.0	4	-25	-4	-3.5	4	18	1.2	5
COc1ccccc1CCC(=O)OCC(=O)Nc1cccc(S(=O)(=O)N2CCCCC2)c1	-8	0.0	-1.8	-6	21	8	-0.7	2	3	0.8	-7
CCCCCCCCNS(=O)(=O)CCNCCCC	.	.	.	-1	-11	4	2.1	10	-10	5.4	-5
Cc1c(C)[n+](=O)c(C)c(C)n1[O-]	.	.	.	-4	2	-4	-3.3	16	16	2.7	-6
COc1ccc(NC(=O)CC2Nc3cc(C)c(C)cc3NC2=O)c([N+](=O)[O-])c1 (stereo not drawn)	-14	0.3	0.4	-6	10	-4	-0.3	-10	2	1.2	-15
Cc1ccc(C(=O)N/C(=C\c2cccs2)C(=O)NCCCn2ccnc2)cc1	-21	1.7	2.0	5	13	2	-0.1	1	1	3.6	0

An excerpt from above, showing only PfHsp90 set2, Tat transport and SUMO Mot1 rescue:
Molecule	PfHsp90 set2	Tat transport	SUMO Mot1 rescue
O=C1NN(c2ccc(Cl)cc2)C(=O)/C1=C\c1ccc(-c2cccc(C(=O)O)c2)o1	-11	-8	.
COc1ccc([N+](=O)[O-])cc1NC(=O)C(C)OC(=O)CN1C(=O)C2CC=CCC2C1=O (stereo not drawn)	.	-1	-21
CCCSCCCNC(=O)c1ccccc1NC(=O)C1=CSCCO1	-6	0	2
CCOC(=O)C(NC(C)=O)C(=O)Nc1ccc(C(C)C)cc1 (stereo not drawn)	8	10	26

Screens deposited in PubChem BioAssay by several laboratories.
